# Screens (PubChem)
# aSyn rescue – qHTS of alpha-syn Inhibitors; Yeast expressing alpha-synuclein, growth rescue, BacTiter-Glo, 24 h; Potency, µM (top dose mostly 46.1 µM), inactives show at the highest dose growth rescue (activation), hits mostly activators; actives 0.14% (n = 370,000); further: potency means the concentration at half of the fitted maximal effect; % of control where 0% means no effect; nearly all actives have a fitted effect of over 65% in size
#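 Rescue of yeast growth: cells expressing toxic alpha-synuclein, induced in galactose at OD600 0.02, incubated with compound 24 h at 30 C. ATP luminescence quantified growth; inhibitors of toxicity appear as activators.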
# GLP-1R inv ag – qHTS of GLP-1 Receptor Inverse Agonists (Inhibition Mode); Glucagon-like peptide 1 receptor (Homo sapiens), P43220; HEK293 GLP-1R CRE-luciferase, luminescence, 24 h; GLP-1R form is constitutively active; Potency, µM (series often up to 38.3 µM), for inactives: at the top dose activity change, negative = inhibition, most hits filed as inhibitors; actives 1.6% (n = 410,000); AID 624417, 2012; further: potency means the concentration at half of the fitted maximal effect; on the % scale 0 is the no-effect control and ±100 the full control effect; nearly all actives have a fitted effect of over 55% in size
# Target sequence (P43220 whole entry, looked up): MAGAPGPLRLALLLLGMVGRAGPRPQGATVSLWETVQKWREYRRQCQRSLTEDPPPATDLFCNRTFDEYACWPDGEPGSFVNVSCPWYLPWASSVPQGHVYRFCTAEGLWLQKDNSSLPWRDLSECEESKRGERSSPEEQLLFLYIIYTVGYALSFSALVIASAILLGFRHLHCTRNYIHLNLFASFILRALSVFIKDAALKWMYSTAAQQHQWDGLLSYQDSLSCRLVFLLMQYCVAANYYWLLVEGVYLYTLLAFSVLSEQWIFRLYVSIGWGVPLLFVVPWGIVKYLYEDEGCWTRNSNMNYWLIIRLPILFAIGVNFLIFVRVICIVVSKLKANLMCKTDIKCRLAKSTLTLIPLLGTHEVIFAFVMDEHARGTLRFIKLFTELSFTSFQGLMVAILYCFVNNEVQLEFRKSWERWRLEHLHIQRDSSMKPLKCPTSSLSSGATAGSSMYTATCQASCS
#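 Cells are plated, allowed 12 hours at 37 deg C, then treated with compounds for 24 hr before luciferase detection reagent is added and luminescence is read after 12 min at room temperature. The HEK293 line carries constitutively active GLP-1R with a cAMP-responsive reporter.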
# GLP1R ag – qHTS of GLP-1 Receptor Agonists | Glucagon-like peptide 1 receptor (Homo sapiens), P43220 | HEK293 GLP-1R CRE-luciferase, luminescence, 4-6 h; cells express a hypersensitive GLP-1R form | Potency, µM (highest dose often 45.6 µM), for the others: top-dose activation, most hits filed as activators | actives 0.007% (n = 380,000); further: potency means the concentration at half of the fitted maximal effect; % of control where 0% means no effect
# D3 antag – qHTS of D3 Dopamine Receptor Antagonist: qHTS. D(3) dopamine receptor (Homo sapiens), P35462. D3R cells, DiscoveRx beta-arrestin luminescence, antagonist mode; active compounds read low. max response, negative = inhibition, %. actives 2.5% (n = 360,000). AID 652054, 2013; in the data active means max response below about -50%; inconclusive means no clear call, values can overlap the other calls; further: on the % scale 0 is the no-effect control and ±100 the full control effect; mostly tested at two doses, the higher about 12 µM
# Target sequence (P35462 whole entry, looked up): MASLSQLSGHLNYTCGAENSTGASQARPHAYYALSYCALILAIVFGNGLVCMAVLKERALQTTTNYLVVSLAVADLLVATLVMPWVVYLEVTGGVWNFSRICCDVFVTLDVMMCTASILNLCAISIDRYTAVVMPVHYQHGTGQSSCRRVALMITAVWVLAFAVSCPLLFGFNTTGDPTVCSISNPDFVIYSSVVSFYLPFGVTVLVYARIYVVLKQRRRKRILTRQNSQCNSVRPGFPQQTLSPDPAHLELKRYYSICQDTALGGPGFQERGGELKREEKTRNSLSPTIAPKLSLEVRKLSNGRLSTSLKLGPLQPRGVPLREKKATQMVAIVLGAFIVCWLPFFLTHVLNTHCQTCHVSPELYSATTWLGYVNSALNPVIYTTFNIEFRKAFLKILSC
#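 Cells expressing the human receptor were seeded at 1500 cells/well, incubated overnight at 37 degrees C in 5% CO2, then exposed to library compounds with dopamine controls for 90 minutes at 37 degrees C before luminescent detection.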
# KB-V1 MDR tox – qHTS assay for MDR1-selective chemotherapeutics: Primary screen using the drug-selected MDR subline cells KB-V1; KB-V1 MDR cells viability, CellTiter-Glo, 72 h; Potency, µM (highest dose often 46.1 µM), for inactives: at the top dose activity change, negative = cytotoxicity, usual class: cytotoxic; actives 3.4% (n = 400,000); AID 1347076, 2019; further: potency means the concentration at half of the fitted maximal effect; on the % scale 0 is the no-effect control and ±100 the full control effect; nearly all actives have a fitted effect of over 60% in size
#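 Cells of the MDR subline KB-V1 are plated, dosed with compound at multiple concentrations, and incubated 72 h at 37 degrees C; CellTiter-Glo is then added and luminescence read after 10 min.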
# GLP1R cytotox – qHTS of GLP-1 Receptor Inverse Agonists: Cytotox Screen; actives 0.13% (n = 410,000); HEK293 cAMP-luciferase reporter cells, luminescence, 24 h; Potency, µM (highest dose often 38.3 µM), without a hit: at the highest dose activity change, negative = inhibition, most hits filed as inhibitors;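 further: loss of luciferase light is scored as toxicity; potency means the concentration at half of the fitted maximal effect; on the % scale 0 is the no-effect control and ±100 the full control effect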
#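 Quantitative HTS format, 1536 wells, 200 cells/uL seeded. Compounds: 23 nL, 24 h, 37 °C. Detection: luciferase reagent, luminescence at 12 min RT; decreased signal taken as cytotoxic.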
# TDP-43 yeast inh – qHTS of TDP-43 Inhibitors; TDP-43 expressing yeast growth rescue, BacTiter-Glo, 24 h; Potency, µM (highest dose often 46.1 µM), for the others: at the top dose growth rescue (activation), actives largely listed as activators; actives 1.8% (n = 410,000); further: potency means the concentration at half of the fitted maximal effect; % of control where 0% means no effect; nearly all actives have a fitted effect of over 50% in size
#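 In this qHTS, compounds that restore growth of yeast expressing TDP-43 appear as activators. Cells (OD600=0.02, galactose medium, raffinose-pregrown) are incubated with compound 24 hr at 30 deg C and growth is quantified by BacTiter-Glo.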
# DRD3 agonist – qHTS of D3 Dopamine Receptor Agonist: qHTS | D(3) dopamine receptor (Homo sapiens), P35462 | D3R DiscoveRx beta-arrestin cells, luminescence, 90 min | max activation, % | actives 0.58% (n = 410,000) | AID 652048, 2013; in the data active means max activation above about 30%; further: 0% is about no effect; mostly tested at two doses, the higher about 12 µM
#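 Agonist-mode cell screen: cells plated at 1500/well and incubated overnight at 37 °C, then exposed to library compounds for 90 min at 37 °C. Detection reagent was added for 30–60 min at room temperature, and luminescence was read.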
# PTHR1 ag – qHTS for PTHR1 Agonists: Primary Screen | Parathyroid hormone/parathyroid hormone-related peptide receptor (Homo sapiens), Q03431 | HEK293 GP2 PTHR1 cells, GloSensor cAMP luminescence, 1 h | Potency, µM (series often up to 115 µM), inactives show top-dose activation, actives largely listed as activators | actives 0.075% (n = 410,000); further: potency means the concentration at half of the fitted maximal effect; nearly all actives have a fitted effect of over 55% in size; some results filed as inactive show a strong effect at the top dose; inactives centre near -15; many of its hits are not listed in these tables
#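 HEK-293-derived GP2 cells expressing PTHR1 and a GloSensor cAMP reporter, 3,000/well, plated overnight, given luciferin plus IBMX (each 0.5 mM as added) for 1 h at 37 °C, then compound for 1 h at 37 °C. Luminescence was read after 15 min at room temperature.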
# Numbers without * were called inactive; i = inactive; ? = inconclusive; . = not tested or not shown; [ ] = another dose, or the depositor's remark. Unless noted, the call rests on the fitted dose curve; in most records, active means well fitted curve in the direction sought with a large enough effect; inconclusive means small, poorly fitted or top-dose-only effect, or another doubt; inactive means no such curve, though single readings can be large; an effect the other way counts as inactive or inconclusive.
Compound,KB-V1 MDR tox,aSyn rescue,GLP1R cytotox,DRD3 agonist,D3 antag,GLP-1R inv ag,PTHR1 ag,TDP-43 yeast inh,GLP1R ag
CC(C)C1=NN(C(=O)c2cccnc2)C(O)(C(F)(F)F)C1 (stereo not drawn),-13%,-5%,?,2,10,14%,i,-1%,-13%
O=[N+]([O-])c1cc(NCCO)c(N2CCCCCC2)c2nonc12,-8%,4%,-23%,25,8,26%,i,0%,-2%
O=C(NCCc1ccccn1)c1ccc(COc2ccccc2)o1,?,0%,-16%,0,-5,?,i,18%,0%
N#Cc1c(Cl)nc2c(c1C#N)CCCC2,-16%,2%,5%,-15,-14,4%,-16%,18%,4%
COc1ccc(CN2CCn3ncc(C(=O)Nc4cc(C)cc(C)c4)c3C2=O)cc1,-12%,0%,-20%,10,14,-12%,-31%[inhibitor][57.5 µM],20%,-11%
Cc1ccc(NC(=O)Cn2nnc3sc(-c4ccccc4)cc3c2=O)cc1Cl,9%,.,0%,-1,.,13%,i,22%,.
COc1ccc(NS(=O)(=O)c2cccc(C(=O)OCC(=O)c3c(N)n(C)c(=O)n(C)c3=O)c2)cc1,-10%,9%,9%,-3,-7,31%[activator],i,16%,23%
CC(C)CCNC(=O)c1ccc2c(c1)N(Cc1cccc(Cl)c1)C(=O)c1ccccc1S2,.,.,10%,-20,.,5%,0%,21%,.
CC(=O)Nc1ccc(SCCN2CC[C@@H](C(C)(C)C)CCC2=O)cc1,?,2%,0%,0,-2,?,i,3%,8%
COc1ccccc1N(CC(=O)NC(C)(C)C)C(=O)CCC(=O)Nc1ccccn1,1%,0%,2%,-6,-7,-4%,-11%,3%,-4%
CCOC(=O)c1c(C)[nH]c(C(=O)Nc2ccc(NC(C)=O)cc2)c1C,2%,1%,-5%,3,16,1%,-5%,7%,2%
O=C1c2ccccc2NC(c2ccccc2)N1CCCN1CCOCC1 (stereo not drawn),-18%,-7%,6%,-39,-20,12%,i,11%,5%
COc1ccc(CSc2nc3ccccc3c(=O)[nH]2)cc1F,10%,3%,-4%,1,14,40%[activator],-5%,25%,20%
CCOC(=O)c1c(C)[nH]c(C(=O)/C(C#N)=C/c2ccc(OC)c(OC)c2)c1C,?,-6%,8%,14,14,31%[activator],-5%,15%,3%
O=C(Nc1cccc(O)c1)c1ccccc1,-19%,1%,5%,-14,2,0%,i,0%,-9%
COc1ccc(CN2CCN(Cc3ccco3)CC2)cc1OC,21%,6%,4%,-13,-4,10%,i,2%,0%
Cc1csc(NC(=O)c2ccco2)n1,?,-17%,11%,-3,-10,0%,i,0%,0%
CC(C)Cn1cc(NC(=O)NCc2ccc(Cl)cc2)c2ccccc2c1=O,-14%,2%,2%,-4,.,-8%,-2%,?,2%
CCOC1=NN(c2ccc(Cl)cc2)C(=O)/C1=C\N(C)C,8%,-2%,-11%,-6,3,2%,i,-9%[0.397 µM],7%
O=C(Cn1cc(C(=O)C(=O)N2CCOCC2)c2ccccc21)Nc1cccc(C(F)(F)F)c1,-11%,0%,-13%,2,-14,?,-24%,23%,-2%

# Next section (three carried over from the part before).
Compound,KB-V1 MDR tox,aSyn rescue,GLP1R cytotox,DRD3 agonist,D3 antag,GLP-1R inv ag,PTHR1 ag,TDP-43 yeast inh,GLP1R ag
CC(C)Cn1cc(NC(=O)NCc2ccc(Cl)cc2)c2ccccc2c1=O,-14%,2%,2%,-4,.,-8%,-2%,?,2%
CCOC1=NN(c2ccc(Cl)cc2)C(=O)/C1=C\N(C)C,8%,-2%,-11%,-6,3,2%,i,-9%[0.397 µM],7%
O=C(Cn1cc(C(=O)C(=O)N2CCOCC2)c2ccccc21)Nc1cccc(C(F)(F)F)c1,-11%,0%,-13%,2,-14,?,-24%,23%,-2%
[O-][N+]1=C2CCC/C(=N\O)C2=NC12CCCCC2,8%,1%,-5%,10,2,4%,-24%[57.5 µM],-3%,0%
O=C(Nc1c2c(nn1-c1cccc(Cl)c1)CS(=O)(=O)C2)c1cccs1,-21%,0%,1%,-1,4,20%,15%,5%,10%
COc1ccc(CCNC(=O)c2cc(CC(C)C)on2)cc1OC,-4%,-5%,-2%,-8,0,3%,-32%[inhibitor],?,-3%
CCc1ccc(NC(=O)C(=O)NCCN2CCN(S(=O)(=O)c3ccccc3)CC2)cc1,-7%,1%,0%,25,12,20%,-26%,-3%,16%
O=C(CSc1ncn(-c2ccccc2)n1)Nc1ccc2c(c1)OCO2,10%,5%,-13%,1,37,-3%,-6%,?,7%
CCOC(=O)c1[nH]c(C)c(CCC(=O)N2CCN(c3cccc(OC)c3)CC2)c1C,?,.,-9%,6,.,?,i,24%[9.22 µM],.
Cc1ccc(-n2c(Cc3cccn3C)nnc2SCC(=O)Nc2cc(C)on2)cc1,-7%,-3%,-2%,-18,-18,28%,i,-29%,1%
CCSc1nc2c(c(=O)[nH]c(=O)n2C)n1CC(O)COc1ccccc1C (stereo not drawn),18µM*,-4%,-25%,0,30,0%,i,13%,10%
CN(C)C(=O)CSc1n[nH]c(-c2ccco2)n1,1%,0%,12%,0,-4,22%,i,21%,-1%
Nn1c(SCC(=O)NC2CCS(=O)(=O)C2)nnc1-c1cccs1 (stereo not drawn),1%,-3%,1%,0,-5,5%,i,-23%,-2%
CC1CN=C(N(C(=O)Nc2ccccc2)c2ccc(F)cc2)S1 (stereo not drawn),-20%,4%,8%,2,2,6%,-23%,?,-7%
Cc1ccc(Cn2c(C)c(C(=O)NCc3ccc4c(c3)OCO4)sc2=O)cc1,?,-2%,0%,3,1,?,-1%,25µM*,-8%
COc1ccc2c(c1)CCC1=C2NC(=S)NC1c1ccc(N(C)C)cc1 (stereo not drawn),?,1%,1%,-8,?,-23%,-29%,-4%,15%
O=C1c2ccccc2C(=O)N1CCCCSc1nc2ccccc2c(=O)n1CCCN1CCOCC1,?,3%,-5%,5,44,?,i,-12%,23%
CCOC(=O)c1c(S(=O)(=O)N2CCC(C(=O)NCc3cccc(OC)c3)CC2)c(C)n(C)c1C,29%,.,-3%,-3,.,-3%,i,24%,.
O=C(O)c1ccc(Nc2nc3ccc(Cl)cc3[nH]2)cc1,2%,-2%,-29%,-14,-54*,14%,?,-3%,-2%
C/C(Cl)=C/Cn1c(SCc2ccc(Cl)cc2)nc2c1c(=O)[nH]c(=O)n2C,12%,-8%,16%,7,0,42%[activator],-20%[57.5 µM],-8%,9%
Cc1ccc(NC(=O)COC(=O)CN2C(=O)NC3(CCCC3)C2=O)cc1F,5%,6%,6%,6,31,4%,i,-11%,0%
CCC(c1nnc(SCC(=O)Nc2c(F)cccc2F)n1Cc1ccccc1)N(C)C (stereo not drawn),-22%,-4%,2%,3,-9,2%,-16%,11%,8%
O=Cc1cc2c(cc1[B-](F)(F)F)OCO2,1%,-13%,-3%,-14,-9,18%,i,?,-3%
COc1ccc(C(=O)N2CCC2(C)C(=O)O)cc1F (stereo not drawn),3%,-1%,15%,-12,-24,16%,-2%,1%,0%
Cc1cccc(N2CCN(C(=O)CCc3c(C)nc4ncnn4c3C)CC2)c1C,-21%,.,-16%,-5,.,-10%,-13%,6%,-2%
Cc1cc(C)cc(NC(=O)COC(=O)CCn2c(C)csc2=O)c1,4%,7%,-27%,-4,-2,3%,i,20%,-3%
CC(C(=O)Nc1ccc(O)cc1)c1cccc(C(=O)c2ccccc2)c1 (stereo not drawn),?,8%,-4%,0,7,?,-36%[inhibitor],14%,4%
CCN(CC)Cc1c(O)ccc2c1O/C(=C\C=C\c1ccccc1)C2=O,-12%,2%,219%[activator],-8,-27,143%[activator],i,-1%,1%
CCc1nnc(NC(=O)C2=NN(C3CCS(=O)(=O)C3)C(=O)CC2)s1 (stereo not drawn),-9%,-5%,8%,-5,7,8%,18%,-3%,-1%
O=C(c1cccs1)N1CCN(Cc2ccc3c(c2)OCO3)CC1,-13%,0%,-2%,1,-23,-17%,-10%[57.5 µM],6%,-13%
CC(C)CN(C(=O)C1CCCC1)C1CCS(=O)(=O)C1 (stereo not drawn),0%,-44%[inhibitor],-6%,-3,-17,30%,-7%,1%,-5%
CC(C)CN1C(=O)CC(Sc2ccccc2C(=O)O)C1=O (stereo not drawn),12%,0%,-7%,2,9,0%,i,-23%,-8%
Nc1cc2c(cc1[N+](=O)[O-])OCCO2,-2%,4%,-15%,-2,-16,28%,-22%,3%,1%
Cc1ccc(C(=O)N2CCc3cc(CNS(=O)(=O)c4ccc(Cl)s4)ccc32)cc1,.,.,-11%,2,.,-20%,i,12%,.
O=C(COC(=O)c1c2c(nc3ccccc13)CCCC2)c1ccc(Br)s1,?,-30%[inhibitor],0%,2,9,?,-19%,13%,-4%
Clc1ccc(-c2nc(-c3ccccn3)no2)cc1Cl,10%,-7%,-8%,4,-11,-18%,-19%[57.5 µM],11%,-2%
CCc1nc2ccc(C(=O)NCCCn3ccnc3)cn2c1N(C)C(=O)COc1ccccc1,?,-4%,0%,2,0,15%,i,18%,13%
CC(=O)Nc1ccc(CCCCc2ccccc2)cc1,29%,-9%,0%,-8,18,?,-12%,0%,27%

# Not all compounds are listed; rates above refer to the full screens.
